procasp7 counter – counter-screen for procaspase-3 activators: activators of human procaspase-7. P55210. recombinant procaspase-7, Ac-DEVD-pNA absorbance 405 nm; D23A/D198A/D206A triple mutant, cannot self-cleave; scale: DMSO 0, 5 µM enzyme 100. AID 463210. 330,000 compounds, 0.093% hits. activation, % at 8.5 µM;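 active = percent activation above the screen-wide mean plus 3 SD, cut at about 25% in these data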
Target sequence (P55210 whole entry D23A/D198A/D206A): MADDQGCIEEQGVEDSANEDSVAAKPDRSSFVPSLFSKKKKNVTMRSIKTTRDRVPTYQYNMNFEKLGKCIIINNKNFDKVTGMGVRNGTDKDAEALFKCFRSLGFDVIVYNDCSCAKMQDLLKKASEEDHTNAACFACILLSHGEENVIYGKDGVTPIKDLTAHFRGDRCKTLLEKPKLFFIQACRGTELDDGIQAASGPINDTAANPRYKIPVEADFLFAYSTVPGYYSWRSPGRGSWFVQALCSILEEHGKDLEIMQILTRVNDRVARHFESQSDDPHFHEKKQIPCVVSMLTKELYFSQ
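Assay system: Uncleavable procaspase-7 mutant enzyme; Input: 2 µM procaspase-7 mutant as dispensed; Also added: DEVD-pNA substrate; Medium: Zinc-free HEPES pH 7.4 with 300 mM NaCl, 0.01% Triton X-100; Timing: 1 h compound preincubation, 2 h substrate cleavage, 25 °C; Measured by: Epi-absorbance of released pNA at 405 nm, two timepoints.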
PP5 inh – inhibitors of human protein phosphatase 5 (PP5) | inhibition, % at 6.7 µM | purified PP5c, OMFP substrate fluorescence | 320,000 compounds, 0.18% hits | P53041 | AID 1987;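 active = inhibition above the campaign's mean inhibition across all tested compounds plus 3 SD, cut at about 9.5% in these data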;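 also: 0% = DMSO only and 100% = 100 µM cantharidin control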
TPT1 inhibitor – blocks Candida albicans tRNA 2'-phosphotransferase. recombinant caTPT1, FP RNA substrate dephosphorylation. inhibition, % at 5 µM. 300,000 compounds, 0.81% hits. AID 1962;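 active = inhibition above the mean of all tested compounds plus 3 SD, set per screening campaign, cut at about 24% in these data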;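 also: plate controls were DMSO alone for no effect and ferristatin control at 100 nM for full effect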
HCV core dimer – blocks dimerization of HCV core protein. 300,000 compounds, 0.33% hits. TR-FRET GST/Flag-core106 dimerization, 1536-well. inhibition, % at 5 µM;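 active = inhibition above the mean of all tested compounds plus 3 SD, set per screening campaign, cut at about 45% in these data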
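Assay system: Tagged HCV core106 pair (GST and Flag) | Buffer or medium: KF-containing HEPES buffer, pH 7.45, DTT, CHAPS, BSA | Also added: Eu donor and XL665 acceptor anti-tag antibodies | Dosing: One concentration, 5 µM, in 0.5% DMSO | Timing: 4 h at 22.5 °C | Technique: TR-FRET 671 and 617 nm emission | Repeats: Singlicate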
PP1 counter – blocks human PP1-alpha phosphatase, a PP5 counter-screen; purified PP1alpha, OMFP fluorescence; inhibition, % at 6.7 µM; 320,000 compounds, 0.9% hits;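 active = inhibition above the mean inhibition of all tested compounds plus 3 SD, computed separately for each screening campaign, cut at about 15% in these data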
Target sequence (P62136 whole entry, looked up): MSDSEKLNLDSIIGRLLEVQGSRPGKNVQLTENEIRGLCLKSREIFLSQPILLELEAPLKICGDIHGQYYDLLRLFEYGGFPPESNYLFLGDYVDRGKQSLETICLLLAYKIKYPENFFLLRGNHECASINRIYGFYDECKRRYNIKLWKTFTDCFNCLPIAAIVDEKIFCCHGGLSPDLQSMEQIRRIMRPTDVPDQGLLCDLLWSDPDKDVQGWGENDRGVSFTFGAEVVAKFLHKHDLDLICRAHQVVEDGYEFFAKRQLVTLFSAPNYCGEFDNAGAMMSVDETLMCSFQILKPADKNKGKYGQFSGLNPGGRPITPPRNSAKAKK
Efflux pump inh – inhibitors of Candida antifungal efflux pumps expressed in yeast. S. cerevisiae Candida pump triplex, Nile Red efflux. inhibition, % at 10 µM. 330,000 compounds, 0.44% hits;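 active = plate passing quality check with inhibition over a set limit, or well fluorescence over plate mean plus 4 SD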;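 also: Nile Red retained in pooled yeast measured as flow cytometry median fluorescence; 0% = buffer negative control and 100% = Enniatin B positive control; higher means more Nile Red kept so more efflux inhibition; some compounds called inactive have numbers as strong as hits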
procasp3 activ – activators of human procaspase-3 | recombinant procaspase-3 D3A, Ac-DEVD-pNA absorbance 405 nm | activation, % at 8.5 µM | 330,000 compounds, 0.11% hits | AID 463141;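 active = activation above the mean of all tested compounds plus 3 SD, cut at about 21% in these data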;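 also: 0% = DMSO alone and 100% = DMSO wells spiked with extra 5 µM PC-3 D3A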
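Evaluation: percent activation relative to control range; Material: Procaspase-3 D3A mutant, all three cleavage aspartates alanine; Compound: single dose, 8.5 µM nominal compound, 0.8% DMSO; Replication: one well per compound; Signal: absorbance at 405 nm, 0 and 120 min; Schedule: 1 h preincubation plus 2 h reaction at 25 °C.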
CTSL1 counter – cathepsin L1 inhibition, PFM18AAP counter-screen; 300,000 compounds, 0.49% hits; inhibition, % at 5.96 µM; recombinant F. hepatica cathepsin L1, Z-Leu-Arg-MCA fluorescence;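 active = inhibition above the mean of all tested compounds plus 3 SD, set per screening campaign, cut at about 17% in these data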;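 also: 0% = plate median of test compound wells and 100% = 1 µM Z-Phe-Ala-diazomethylketone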
JMJD2C inh – inhibitors of human GASC-1 (JMJD2C) demethylase. Q9H3R0. GST-JMJD2C(1-420) H3K9me3 demethylation, DELFIA europium. inhibition, % at 2.35 µM. 330,000 compounds, 0.069% hits. AID 2099;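 active = more than half of a compound's replicate wells show inhibition beyond 50%, single wells judged on their own value; inconclusive = some, but no more than half, of replicates pass 50% inhibition; inactive = no replicate passes 50% inhibition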;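 also: signal counts dimethyl H3K9 product captured on neutravidin plate; 0% = median of DMSO wells and 100% = 0.3 times that DMSO median; strong numbers were not always called active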
Target sequence (Q9H3R0 1-420 limits assumed): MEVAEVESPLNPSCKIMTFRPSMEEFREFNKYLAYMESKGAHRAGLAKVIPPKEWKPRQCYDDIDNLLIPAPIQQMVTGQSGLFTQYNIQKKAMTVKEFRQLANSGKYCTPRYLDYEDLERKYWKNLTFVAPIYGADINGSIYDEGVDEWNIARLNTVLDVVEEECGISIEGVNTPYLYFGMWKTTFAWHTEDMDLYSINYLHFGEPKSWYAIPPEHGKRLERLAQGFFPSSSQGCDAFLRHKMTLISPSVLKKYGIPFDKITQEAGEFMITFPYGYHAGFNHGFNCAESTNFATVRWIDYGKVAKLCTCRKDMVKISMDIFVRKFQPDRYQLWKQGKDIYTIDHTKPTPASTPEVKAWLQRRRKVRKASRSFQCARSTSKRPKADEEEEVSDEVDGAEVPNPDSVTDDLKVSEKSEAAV
* hit, by the source's call; i = inactive; ? = inconclusive; / = no result given.

SMILES | procasp7 counter | PP5 inh | TPT1 inhibitor | HCV core dimer | PP1 counter | Efflux pump inh | procasp3 activ | CTSL1 counter | JMJD2C inh
COc1ccc(CCNC(=O)C2CCN(S(=O)(=O)c3c(C)noc3C)CC2)cc1OC | 6 | 2.5 | 2 | -1 | -5 | 0.1 | -4 | 1 | 171
COc1ccc(C(=O)Nc2c(N)nc(SCC(=O)Nc3ccc(NC(C)=O)cc3)[nH]c2=O)cc1 | 10 | -2.8 | -3 | 26 | -16 | 1.0 | 3 | -4 | -8
CC(C)Oc1ccc(C2CC(=O)N(c3cccc(Br)c3)C2=O)cc1 (stereo unspecified) | 7 | -1.7 | 3 | 0 | -2 | 0.0 | 7 | 5 | -1
COc1ccc(/C=C2\SC(=S)N(CCC(=O)NCCc3ccc(O)cc3)C2=O)cc1 | -3 | -2.3 | -2 | 35 | 5 | 0.1 | 1 | 1 | 2
CCCC(=O)Nc1c(-c2cccs2)c(=O)c2ccccc2n1C | -2 | 4.9 | 1 | -2 | -2 | 0.1 | 0 | 0 | 0
Clc1ccc(Cn2ncc3c(N4CCCCC4)ncnc32)cc1 | -5 | -0.3 | -4 | 1 | 3 | 0.0 | -4 | -1 | 2
CSc1ccccc1C(=O)NC1CCSc2ccccc21 (stereo unspecified) | -7 | -0.9 | 1 | 13 | -4 | 0.0 | 6 | -1 | -7
CCN(C(=O)CSc1nnc(C2CC2)n1-c1ccccc1)C1CCS(=O)(=O)C1 (stereo unspecified) | 5 | -0.5 | / | / | -1 | -0.1 | 7 | / | 1
C[C@H](CO)N1C[C@H](C)[C@@H](CN(C)S(C)(=O)=O)Oc2ccc(NC(=O)Nc3ccccc3)cc2C1=O | -2 | / | / | / | / | -0.4 | -2 | / | 20
Cc1ccc(N2C(=O)CS/C2=C(\C(Cl)=C(Cl)Cl)[N+](=O)[O-])cc1 | -17 | -0.5 | 93* | 33 | 2 | -0.2 | -10 | 2 | -7
COc1ccccc1C(=O)NNC(=O)C1CCN(C(=O)OC(C)(C)C)CC1 | 2 | 0.7 | -4 | -4 | -2 | -0.2 | 1 | 2 | 13
CCC(=O)NCCCOc1ccccc1 | 5 | -0.7 | -4 | 2 | -4 | 0.0 | 2 | 4 | 1
COc1cccc(C(=O)C2CCCN(C(=O)CCC3=NNC(=O)CC3)C2)c1 (stereo unspecified) | 8 | 1.9 | 2 | -8 | -2 | 0.0 | -3 | 0 | 2
COc1ccccc1C(=O)NC(=S)Nc1ccccc1N1CCCCC1 | 6 | 0.9 | -2 | 0 | -4 | 0.0 | 9 | 1 | -26
C=CCOCC(O)CS(=O)(=O)Cc1ccc(Cl)cc1 (stereo unspecified) | -4 | -0.1 | -4 | -1 | -4 | 0.0 | 7 | 4 | -4
COc1ccc(C(=O)c2ccccc2)c2c(O)ccc(C(=O)c3ccccc3)c12 | 17 | -0.1 | 0 | 22 | 2 | 0.0 | 0 | -3 | 10
CCOC(=O)C1CCN(S(=O)(=O)c2c(C)[nH]c(=O)[nH]c2=O)CC1 | 12 | -1.1 | 0 | 0 | -1 | -0.2 | 4 | 0 | 7
Cc1ccc(NC(=O)C/C(N)=N/O)cc1C | 4 | 1.1 | -4 | -1 | -4 | 0.0 | -4 | 1 | i
Cn1c(=O)c2c(-c3ccccc3)n(-c3ccccc3O)cc2n(C)c1=O | -8 | 1.2 | 0 | -3 | -4 | 0.2 | -5 | 3 | 2
Cc1ccccc1-c1nc(CS(=O)(=O)CC(=O)NCCN2CCCC2)c(C)o1 | 0 | 2.0 | -3 | -5 | 1 | 0.4 | 1 | -3 | 7
COC(=O)c1ccc(N2CCN(C)CC2)c(NC(=O)c2cccnc2)c1 | 2 | 1.4 | 1 | 0 | 2 | -0.2 | 7 | -2 | 0
O=C(CCCn1c(=S)[nH]c2cc3c(cc2c1=O)OCO3)N1CCN(c2ncccn2)CC1 | 1 | 0.0 | -1 | 0 | 2 | 0.3 | -9 | 2 | 1
N#C/C(=C\c1ccc(OCCN2CCOCC2)cc1)C(=O)Nc1ccccc1 | 6 | -0.6 | 1 | 11 | 2 | 0.0 | 1 | 4 | 17
C/C(=N\OCC(=O)OCC(=O)N(Cc1ccccc1)C(C)(C)C)c1ccc2c(c1)OCO2 | -6 | 1.8 | 0 | -8 | -5 | -0.1 | -3 | 2 | -14
Cc1ccc(NC(=O)CSc2sc3c(O)cc(=O)[nH]c3c2C#N)c(F)c1 | -26 | 0.2 | 4 | -15 | 5 | -0.5 | -11 | 3 | 17
CC(C)CCOc1ccc(/C=N/N2C(=O)CSC2=S)cc1 | -9 | 0.8 | 3 | 18 | 1 | 0.3 | 8 | 1 | -4
O=C(COc1ccc2c3c(c(=O)oc2c1)CCC3)NCc1ccccn1 | 1 | -0.3 | 2 | 0 | 6 | 0.0 | 1 | -1 | 4
CN(CCCNC(=O)c1cc2c(Cl)nc3ccccc3c2s1)Cc1ccccc1 | 5 | 0.4 | -4 | -9 | 1 | 0.2 | 9 | 4 | -20
CCN(CC(=O)NCc1cccs1)C(=O)CCCOc1ccc(C(C)(C)C)cc1 | -5 | 5.3 | / | / | 3 | 0.0 | 2 | / | 3
Fc1ccc(CNC(=S)NC2CCCC2)cc1 | -9 | 1.0 | -6 | -7 | -2 | -0.2 | 5 | 3 | 0
CN(C)C(=O)/C(=C\c1ccncc1)NC(=O)c1ccccc1 | -5 | 3.2 | -5 | -2 | -3 | 0.0 | 1 | -6 | 2
CCC(=O)c1cc2c(C)cc(=O)oc2c(C)c1OC | 5 | 0.9 | -2 | 0 | -1 | 0.1 | 6 | 2 | -19
CC(C)NC(=O)CC1C(=O)NCCN1CC(c1ccccc1)c1ccccc1 (stereo unspecified) | -4 | -0.5 | -2 | -1 | -1 | 0.2 | -11 | 5 | -9
Cc1nnc(SCC(=O)N2c3ccccc3C(C)(c3ccccc3)CC2(C)C)s1 (stereo unspecified) | 6 | 2.4 | 5 | 4 | 1 | 0.1 | -15 | -4 | -2
Cc1cccc(-c2nc(=S)c3c(o2)CCCC3)c1 | -6 | 1.7 | 0 | 3 | -5 | 0.0 | 2 | -2 | 3
CCCn1c(=O)[nH]c(=O)c2c1nc(-c1ccc(C#N)cc1)n2CCOC | -7 | -0.9 | -1 | 1 | -3 | 0.0 | 4 | 3 | 10
CCn1c(CNc2cccc(C(F)(F)F)c2)n[nH]c1=S | -29 | -0.9 | 0 | 9 | -3 | -0.1 | -18 | -2 | 9
Cc1cccc(C)c1OCC(=O)Nn1c(COc2ccccc2)nc2ccccc2c1=O | 3 | 1.1 | 0 | 8 | 3 | -0.1 | -3 | 1 | -3
Nc1nnc(-c2cccc([N+](=O)[O-])c2)o1 | -3 | -1.0 | -1 | -2 | -5 | -0.3 | 2 | -1 | -2
Cc1ccc(-n2cc(-c3ccccc3)c3c(N4CCN(C)CC4)ncnc32)cc1 | 4 | 0.3 | -1 | -5 | 5 | 0.6 | 1 | 1 | 11
COC(C(=O)NC1CC1)c1ccccc1 (stereo unspecified) | 5 | 2.1 | -4 | 2 | -3 | -0.2 | 5 | -13 | 3
COc1ccc(C(CNC(=O)C(Cc2ccccc2)NC(N)=O)N(C)C)cc1 (stereo unspecified) | -4 | -0.6 | -2 | -10 | -3 | -0.2 | 10 | -3 | 55
O=C(COC(=O)c1cccc2ccccc12)Nc1ncc(C(F)(F)F)cc1Cl | -1 | 1.8 | -1 | -8 | 1 | 0.0 | -1 | 1 | 23
Cc1nn(-c2ccccc2)c2nc(C(F)(F)F)[nH]c(=O)c12 | 5 | -1.1 | -1 | 8 | -7 | 0.1 | 4 | -3 | -4
CCN(CC)CCCn1c(=S)[nH]c2ccccc2c1=O | 2 | 3.7 | -2 | -7 | 0 | 0.1 | 8 | 4 | 1
COc1ccc(C(=O)Nc2cccc(-c3cc4ccccc4oc3=O)c2)cc1[N+](=O)[O-] | -3 | 2.1 | 4 | 33 | 16* | 0.1 | 8 | 2 | 8
Cc1ccccc1CS(=O)(=O)CCC(=O)NCCN1CCN(c2cccc(Cl)c2)CC1 | 6 | -1.9 | -16 | -2 | -3 | -0.2 | -1 | -1 | 5
COc1cccc(NC2=C(NCCO)C(=O)c3ccccc3C2=O)c1 | -3 | 2.6 | -7 | -72 | 4 | -0.3 | -3 | 2 | 6
O=C(N/N=C/c1cccc([N+](=O)[O-])c1O)C(O)(c1ccccc1)c1ccccc1 | -10 | 0.8 | 0 | -3 | 14 | 0.6 | -3 | 2 | -2
O=C(O)c1ccccc1-n1c2ccccc2c2ccccc21 | 6 | -1.3 | -3 | 6 | -1 | 0.0 | 8 | 0 | 7
COc1ccc(C(=O)NC(C(=O)N2CCN(c3ccccc3O)CC2)C(C)C)cc1 (stereo unspecified) | 2 | 2.3 | 2 | 6 | -2 | -0.2 | 4 | 9 | ?
CN(C)CC/C=C1/c2ccccc2CS(=O)(=O)c2ccccc21 | 3 | 3.1 | -2 | 9 | 0 | -0.1 | -8 | 1 | 1
C#CCNC(=O)/C=C/c1ccc(OC)cc1 | 0 | -0.8 | 3 | -8 | 1 | 0.0 | 3 | 1 | -4
CCN1CCN(C(CNS(=O)(=O)c2ccc(C)cc2)c2cccnc2)CC1 (stereo unspecified) | 1 | 0.1 | 2 | 0 | -4 | 0.1 | -6 | 5 | -15
CN1CCN(c2ccc(S(=O)(=O)N3CCOCC3)cc2NC(=O)CSCc2ccccc2)CC1 | 12 | / | / | / | / | -0.1 | 13 | / | 8
COc1cccc(C(=O)Nc2nc3ccccc3[nH]2)c1 | 6 | -0.1 | -9 | -1 | -1 | -0.1 | -9 | 4 | -2
CC(C)(C)NC(=O)COC(=O)c1ccccc1C(=O)c1ccccc1 | 3 | -2.4 | 0 | -3 | -5 | -0.1 | 15 | 0 | -3
O=S(=O)(CCSc1ccc(C(F)(F)F)cn1)c1ccc(Cl)cc1 | 5 | 2.5 | 0 | -1 | 2 | -0.1 | 5 | -4 | -1

Profiles, quoted from the list. Order of values: procasp7 counter	PP5 inh	TPT1 inhibitor	HCV core dimer	PP1 counter	Efflux pump inh	procasp3 activ	CTSL1 counter	JMJD2C inh
`CC(C)(C)NC(=O)COC(=O)c1ccccc1C(=O)c1ccccc1` reads 3	-2.4	0	-3	-5	-0.1	15	0	-3
`COc1cccc(NC2=C(NCCO)C(=O)c3ccccc3C2=O)c1` reads -3	2.6	-7	-72	4	-0.3	-3	2	6
`COC(C(=O)NC1CC1)c1ccccc1` (stereo unspecified) reads 5	2.1	-4	2	-3	-0.2	5	-13	3

Source: PubChem
